Screening data deposited in PubChem by National Center for Advancing Translational Sciences (NCATS).
TR SRC2 fluor cs: Total Fluorescence Counterscreen for Inhibitors of the Interaction of Thyroid Hormone Receptor and Steroid Receptor Coregulator 2; TRb/SRC2 Texas Red total fluorescence interference; Potency, µM (series often up to 106 µM), for the others: top-dose fluorescence change, negative = quenching; 280,000 compounds, 0.29% hits; AID 1479, 2009; active = well fitted curve in either direction with a large enough effect; inconclusive = small, poorly fitted or top-dose-only effect
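Flags fluorescent or light-absorbing compounds by total fluorescence, S + 2P, at 555 nm excitation and 632 nm emission. Mixture: 20 nM Texas Red SRC2 peptide, 0.6 uM human TRb LBD, 1 uM T3, 5% DMSO; compound exposure 5 h at ambient temperature.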
RECQ1 helicase: qHTS Assay for Inhibitors of RecQ-Like Dna Helicase 1 (RECQ1) | ATP-dependent DNA helicase Q1 (Homo sapiens), P46063 | RECQ1 DNA unwinding, red fluorescence kinetic read | Potency, µM (titrated, usually from 57.3 µM), inactives show top-dose activity, negative = inhibition, usual class: inhibitors | 240,000 compounds, 0.54% hits | AID 2549, 2010;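 note: plate controls were vehicle for no effect and no enzyme for full effect; nearly all actives have a fitted effect of over 30% in size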
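50 nM RECQ1T1 preincubated 15 min with compound in Tris pH 8.0 buffer with MgCl2, DTT, Tween-20 and 2.5 ug/ml poly(dI-dC); started with 200 nM TAMRA/BHQ-2 forked duplex and 2 mM ATP. Unwinding read as fluorescence (525/598 nm), two reads 2 h apart.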
Tau ThT inhib: qHTS for Inhibitors of Tau Fibril Formation, Thioflavin T Binding; 270,000 compounds, 2.1% hits; recombinant tau K18 P301L (four-repeat tau fragment), heparin-induced fibrillization, ThT fluorescence; AID 1460, 2008; Potency, µM (series often up to 57.4 µM), for the others: top-dose activity, negative = inhibition, hits mostly inhibitors; note: nearly all actives have a fitted effect of over 55% in size
Target sequence (P10636 561-689 P618L limits assumed): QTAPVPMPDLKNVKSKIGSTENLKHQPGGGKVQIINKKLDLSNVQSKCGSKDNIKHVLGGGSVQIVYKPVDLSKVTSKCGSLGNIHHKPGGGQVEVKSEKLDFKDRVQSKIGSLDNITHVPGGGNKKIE
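Heparin-induced (20 uM) aggregation of recombinant human K18 P301L tau, 15 uM unlabeled with 0.24 uM labeled, pH 7 acetate buffer, 6 hr at 37 C with compound. Fibrils quantified by 30 uM ThT fluorescence after 1 hr ambient incubation.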
L3MBTL1 inh: qHTS Assay for the Inhibitors of L3MBTL1 | Lethal(3)malignant brain tumor-like protein 1 (Homo sapiens), Q9Y468 | AlphaScreen L3MBTL1–H3K9me1 peptide binding | Potency, µM (series often up to 57.1 µM), without a hit: at the highest dose activity, negative = inhibition, usual class: inhibitors | 230,000 compounds, 0.66% hits; note: nearly all actives have a fitted effect of over 60% in size
Target sequence (Q9Y468 whole entry, looked up): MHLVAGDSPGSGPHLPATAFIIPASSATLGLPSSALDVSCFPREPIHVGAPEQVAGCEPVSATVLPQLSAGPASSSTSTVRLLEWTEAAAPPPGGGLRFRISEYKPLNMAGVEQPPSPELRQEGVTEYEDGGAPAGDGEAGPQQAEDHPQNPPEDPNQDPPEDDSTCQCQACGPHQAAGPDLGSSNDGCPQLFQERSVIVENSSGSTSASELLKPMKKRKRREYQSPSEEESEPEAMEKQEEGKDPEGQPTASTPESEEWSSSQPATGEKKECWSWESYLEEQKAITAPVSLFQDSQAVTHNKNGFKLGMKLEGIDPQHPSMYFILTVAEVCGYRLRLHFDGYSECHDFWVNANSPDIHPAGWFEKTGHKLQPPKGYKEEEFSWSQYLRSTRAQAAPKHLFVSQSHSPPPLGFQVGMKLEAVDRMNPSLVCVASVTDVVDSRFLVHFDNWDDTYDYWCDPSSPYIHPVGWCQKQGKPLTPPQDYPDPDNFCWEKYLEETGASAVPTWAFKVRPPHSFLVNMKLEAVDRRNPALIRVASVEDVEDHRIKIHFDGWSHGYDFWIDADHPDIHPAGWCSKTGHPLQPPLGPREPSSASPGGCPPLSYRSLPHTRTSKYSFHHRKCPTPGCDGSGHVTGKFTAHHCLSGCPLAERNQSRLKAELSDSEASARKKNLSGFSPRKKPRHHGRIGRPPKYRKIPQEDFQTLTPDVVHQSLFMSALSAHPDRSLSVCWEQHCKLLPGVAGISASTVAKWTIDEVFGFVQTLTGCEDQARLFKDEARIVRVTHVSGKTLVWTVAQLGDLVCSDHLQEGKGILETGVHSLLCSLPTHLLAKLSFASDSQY
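AlphaScreen proximity signal between nickel-chelate acceptor and streptavidin donor beads (final 10 ug/mL) reports binding of 50 nM L3MBTL1 to 75 nM biotin-H3 K9me1 peptide; complex incubated with compounds 30 min at room temperature; cefsulodin titration as control.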
JMJD2E inh: qHTS Assay for Inhibitors of Human Jumonji Domain Containing 2E (JMJD2E) | JMJD2E catalytic domain, FDH-coupled NADH fluorescence (FDH is formaldehyde dehydrogenase) | Potency, µM (highest dose often 57.1 µM), for the others: at the top dose activity change, negative = inhibition, usual class: inhibitors | Lysine-specific demethylase 4E (Homo sapiens), B2RXH2 | 230,000 compounds, 1.6% hits; active = well fitted inhibition curve with a large enough effect, not every such curve was filed as active; inconclusive = small, poorly fitted or top-dose-only effect, or another doubt; inactive = no such curve, though single readings can be large or run the other way;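 note: 0% = wells with enzyme and -100% = buffer wells without enzyme; nearly all actives have a fitted effect of over 50% in size; many of its hits are not listed in these tables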
GoLoco inh red: qHTS Assay for Inhibitors of RGS12 GoLoco Motif Activity (Red Fluorophore); Guanine nucleotide-binding protein G(i) subunit alpha-1 (Homo sapiens), P63096; Potency, µM (highest dose often 61.6 µM), for the others: at the top dose activity, negative = inhibition, actives largely listed as inhibitors; AID 880, 2007; Gai1:RGS12 GoLoco peptide FP, rhodamine, 10 min; 230,000 compounds, 0.44% hits; active = well fitted inhibition curve with a large enough effect, not every such curve was filed as active; inactive = no such curve, though single readings can be large or run the other way; note: nearly all actives have a fitted effect of over 30% in size; many of its hits are not listed in these tables
Tau FP inhib: qHTS for Inhibitors of Tau Fibril Formation, Fluorescence Polarization. K18 P301L tau heparin fibrillization, Alexa594 FP, 6 h. Potency, µM (titrated, usually from 57.7 µM), for inactives: at the highest dose activity, negative = inhibition, most hits filed as inhibitors. 280,000 compounds, 0.39% hits; note: nearly all actives have a fitted effect of over 55% in size
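Compound effects on tau fibrillization are measured by Alexa 594 fluorescence polarization (ex 555, em 632 nm). K18 P301L tau is used at 15 uM with 0.24 uM labeled tracer, and 20 uM heparin induces aggregation over 6 hr at 37 C.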
TRb SRC2 PPI: qHTS for Inhibitors of the Interaction of Thyroid Hormone Receptor and Steroid Receptor Coregulator 2 | AID 1469, 2008 | TRbeta-SRC2 peptide binding, fluorescence polarization; receptor liganded with 1 µM T3 | Thyroid hormone receptor beta (Homo sapiens), P10828 | Potency, µM (series often up to 106 µM), for inactives: at the top dose activity change, negative = inhibition, hits mostly inhibitors | 280,000 compounds, 0.065% hits;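 note: plate controls were bound peptide for no effect and peptide without receptor for full effect; nearly all actives have a fitted effect of over 50% in size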
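Decrease in fluorescence polarization of 20 nM Texas Red SRC2 coactivator peptide flagged inhibition of its binding to 0.6 uM TRb LBD; 1 uM T3 included, incubation 5 hr, ex 555/em 632 nm.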
Starred values were filed as active, the others as inactive; i = inactive; u = inconclusive; x = not tested or not shown; & = joins results of further samples; [ ] = remark or other dose. Unless noted, calls come from the whole dose curve; as a rule, active = well fitted curve in the direction sought with a large enough effect; inconclusive = small, poorly fitted or top-dose-only effect, or another doubt; inactive = no such curve, though single readings can be large; an effect the other way counts as inactive or inconclusive. Unless noted, % is set by controls: 0 for no effect and ±100 for the full control effect; potency is the fitted concentration of half-maximal effect.

SMILES | TR SRC2 fluor cs | RECQ1 helicase | Tau ThT inhib | L3MBTL1 inh | JMJD2E inh | GoLoco inh red | Tau FP inhib | TRb SRC2 PPI
COc1cccc(-c2cc(C(F)(F)F)nc(NCc3ccc(F)cc3)n2)c1 | -2% | x | u | x | x | x | u | 8%
COc1ccc(-c2nnc(SCC(=O)NC3CCCCC3)o2)cc1OC | -2% | -12% | -11% | x | -3% | 8% | -1% | -12%
O=C(CCCN1C(=O)c2ccccc2C1=O)Oc1ccc(Cl)cc1 | -8% | i | -4% | x | 3% | 9% | 7% | -8%
C(=C\c1ccccc1)/C=N/Nc1nc2ccccc2s1 | -4% | -16% | u | -3% | u | -13% | -6% | -9%
NC(=O)C1(N2CCCCC2)CCN(CC(=O)Nc2ccccc2Sc2ccccc2)CC1 | 2% | i | -14% | -1% | 11% | 5% | 2% | 0%
CCN(CC)c1ccc(C2Nc3ccccc3-c3cc(C)nn32)cc1 (stereo unspecified) | -1% | x | u | x | x | x | 10% | 4%
O=c1/c(=C\c2cc([N+](=O)[O-])cc([N+](=O)[O-])c2O)sc2nc3ccccc3n12 | 45µM*[quencher] | 14µM* | 5µM* | x | u | 160%[activator] | u | 16%
Cc1nn(-c2ccccc2)c(OC(=O)c2cccs2)c1S(=O)(=O)c1ccccc1 | 2% | -4% | -15% | 4% | 7% | 11% | 2% | 3%
Cc1ccc(NC(=S)NN2CCOCC2)c(C)c1 | -1% | -17% | -4% | 1% | -4% | 5% | 8% | 0%
CC(C)(C)c1csc(SCC(=O)Nc2ccc(Cl)cn2)n1 | 1% | i | u | 22% | -1% | 4% | -12% | -2%
CCOC(=O)CN1C(=O)N[C@@H](c2ccccc2)C(C(C)=O)=C1C | 0%&2% | 3%&-3% | 2%&5% | -2% | 0%&2% | 7%&-4% | 2%&5% | 0%&4%
O=C(N/N=C/c1c(Cl)[nH]c2ccccc12)c1ccc2c(c1)OCCO2 | -9% | 14% | u | -17% | u | 9% | 14% | 8%
Cc1oc2c(CN3CCOCC3)c(O)ccc2c(=O)c1-c1ccc(Br)cc1 | 2% | -6% | -8% | 4% | u | 8% | 4% | -3%
CC(=O)c1ccccc1OCCOCCOc1ccccc1C(C)=O | 2% | -1% | -12% | 8% | u | 6% | -4% | -2%
Cc1ccn2c(NC3CCCC3)c(-c3ccncc3)nc2c1 | 0% | -4% | -3% | x | -23% | -3% | u | 5%
CC(C)Oc1cccc(-n2c(CCc3c[nH]c4ccc(Br)cc34)nc3ccccc3c2=O)c1 | -1% | -10% | -6% | x | -8% | -3% | -15% | -3%
CC(NC(=O)C1(S(=O)(=O)c2ccc(Cl)cc2)CC1)c1ccccc1 (stereo unspecified) | -1% | 3% | 4% | 8% | 4% | 14% | -5% | 4%
COc1cccc(CNC(=O)c2ccc(-n3c(C)cc4c3CCCC4)cc2)c1 | -7% | x | u | x | x | x | u | 1%
COc1ccc(C2C=C(c3ccc(F)cc3)Nc3nc(-c4ccc(Cl)cc4)nn32)cc1 (stereo unspecified) | -4% | x | -9% | x | x | x | -14% | 8%
COCCN1CCc2nc(SCC(=O)Nc3ccc(Br)cc3)[nH]c(=O)c2C1 | 0% | x | -4% | x | x | x | -4% | 1%
COCCn1c(SCC(=O)Nc2cc(C(C)(C)C)nn2-c2ccccc2)nnc1-c1ccncc1 | -2% | -4% | -4% | 3% | -1% | -15% | u | 2%
O=C(CSc1nnnn1-c1ccc(F)cc1)Nc1ccc(N2CCOCC2)c(Cl)c1 | -2% | -17% | -8% | x | -4% | -1% | -4% | -15%
Cc1nc(C)c(C(=O)Nc2ncc([N+](=O)[O-])s2)o1 | -10% | u | 25µM* | 40µM* | -3% | 15% | u | 2%
Cc1ccc(S(=O)(=O)/N=C(/Nc2ccccn2)c2ccc(Cl)cc2)cc1 | -2% | i | -6% | u | 1% | -3% | 11% | -16%
N#CC1=C(N)SC(N)=C(C#N)C1c1c(Cl)cccc1Cl | 6% | i | u | 9% | u | 44%[activator] | -9% | -3%
CCc1nnc(NC(=O)CSc2nc(-c3ccccc3)cc(-c3ccc(OC)cc3)c2C#N)s1 | -1% | -9% | 6% | 9% | 12% | 6% | 2% | 1%
CC(CC(=O)O)CC(=O)Nc1nncs1 (stereo unspecified) | -3% | i | -4% | 9% | -2% | 0% | 5% | 3%
CCN(c1ccccc1)S(=O)(=O)c1ccc(C(=O)Nc2nnc(C3CC3)o2)cc1 | -2% | -8% | -7% | -2% | u | 9% | 3% | 3%
COCCN1CCC(CNCc2c(C(=O)N3CCCCC3)nc3c(C)cccn23)C1 (stereo unspecified) | -1% | -6% | -2% | 2% | 11% | -7% | -1% | 6%
CCOC(CNC(=O)c1ccc2c(c1)ncn2-c1cccc(F)c1)OCC | -6% | i | 0% | x | 1% | -1% | 2% | -6%
COC(=O)/C=C/CSC1=N/C(=C/c2ccc(-n3cncn3)cc2)C(=O)N1 | -12% | i | u | 39%[activator] | u | 93%[activator] | 5% | -2%
O=C(NCc1ccc2c(c1)CCN2C(=O)c1ccncc1)c1ccccc1Br | -3% | x | -10% | x | x | x | 4% | -4%
CC1C(=O)NN=C1C(=O)N/N=C/c1ccco1 (stereo unspecified) | -4% | -3% | -3% | 4% | -2% | 5% | -2% | 2%
COc1ccc(NC(=O)Cn2c(=O)n(-c3cc(C)cc(C)c3)c(=O)c3oc4ccccc4c32)cc1OC | -1% | x | -3% | x | x | x | 7% | -4%
COC(=O)c1ccc(C2C(Oc3ccccc3C)C(=O)N2CCc2ccc(OC)c(OC)c2)cc1 (stereo unspecified) | -2% | -3% | -18% | -5% | 0% | -23% | 2% | 7%
COc1ccc2nc(NC(=O)c3cc(C)oc3C)sc2c1 | 1% | -14% | u | -4% | u | -3% | -6% | -4%
COc1cccc(S(=O)(=O)N2CCN(Cc3ccc4c(c3)OCO4)CC2)c1 | 0% | x | -6% | x | x | x | -1% | -5%
COc1cc(NC2c3ncccc3C(=O)N2Cc2ccco2)cc(OC)c1OC (stereo unspecified) | 0% | i | -20% | x | -25% | 11% | -2% | -2%
C#CCOCCOCCOCCNc1nc(N2CCN(C(=O)[C@H](CCCCN)n3cc([C@@H](N)C(C)CC)nn3)CC2)nc(N2CCN(C(=O)[C@H](Cc3ccc(O)cc3)n3cc([C@@H](N)C(C)CC)nn3)CC2)n1 (stereo partly specified) | -1% | 35%[activator] | u | u | 1% | -5% | -6% | 4%
Clc1ccc(-c2nnc(-c3ccccc3)o2)c(Cl)c1 | 2% | i | -12% | 7% | -24% | 1% | 0% | -18%
CC(C)n1c(-c2cccnc2)nc2cnccc21 | -4% | i | 2% | 10% | -4% | 0% | -1% | -2%
COC(=O)Nc1sccc1C(=O)Nc1sccc1C(=O)OC | -2% | -20% | 0% | -12%[11.4 µM] | 21% | 46%[activator] | -3% | 2%
COCCn1c(SCC(=O)c2c(N)n(C)c(=O)n(C)c2=O)nc2ccccc21 | -2% | -6% | -5% | x | 5% | 5% | -9% | 1%
CCOC(=O)c1c(C)[nH]c(C)c1S(=O)(=O)N1CCCC(C(=O)Nc2ccc(OC)c(OC)c2)C1 (stereo unspecified) | 1% | x | 1% | x | x | x | -6% | 1%
Cc1ccc(Cn2cnc3c(cnn3-c3ccc(F)cc3)c2=O)cc1 | -5% | i | -1% | x | -7% | 3% | -9% | -6%
Cc1nc(N/N=C/c2ccc(O)cc2)c2cnn(-c3ccccc3)c2n1 | -5% | i | u | 6% | u | 7% | 10% | 0%
CCCCNS(=O)(=O)c1ccc2nc(SCC(=O)c3ccccc3OC)[nH]c2c1 | -5% | -4% | -15% | x | 0% | 7% | -5% | -4%
Cc1nnc(SCC(=O)Nc2ccccc2C(=O)NC2CC2)s1 | 1% | i | 1% | -11% | 0% | 1% | -4% | -8%
CCOc1ccc(NS(=O)(=O)c2ccc(OCC(=O)NCCCOC)cc2)cc1 | 0% | -4% | -2% | 7% | 7% | 0% | 2% | -4%
O=C(O)CC1(O)C(=O)N(Cc2ccccc2)c2ccccc21 (stereo unspecified) | -1% | 1% | 4% | 9% | 11% | 2% | 5% | 6%
CCc1ccc(NC(=O)c2ccccc2NC(=O)C2CCCO2)cc1 (stereo unspecified) | 0% | i | -11% | x | -2% | -11% | 4% | -10%
CN(CCC#N)C(=O)COC(=O)/C=C/c1ccc2c(c1)OCO2 | 5% | 3% | 5% | x | u | -1% | 8% | -6%

Another view of part of the listing above:
> CCOC(=O)c1c(C)[nH]c(C)c1S(=O)(=O)N1CCCC(C(=O)Nc2ccc(OC)c(OC)c2)C1 (stereo unspecified)
  TR SRC2 fluor cs = 1%	RECQ1 helicase = x	Tau ThT inhib = 1%	L3MBTL1 inh = x	JMJD2E inh = x	GoLoco inh red = x	Tau FP inhib = -6%	TRb SRC2 PPI = 1%
> CCOc1ccc(NS(=O)(=O)c2ccc(OCC(=O)NCCCOC)cc2)cc1
  TR SRC2 fluor cs = 0%	RECQ1 helicase = -4%	Tau ThT inhib = -2%	L3MBTL1 inh = 7%	JMJD2E inh = 7%	GoLoco inh red = 0%	Tau FP inhib = 2%	TRb SRC2 PPI = -4%
> CCc1ccc(NC(=O)c2ccccc2NC(=O)C2CCCO2)cc1 (stereo unspecified)
  TR SRC2 fluor cs = 0%	RECQ1 helicase = i	Tau ThT inhib = -11%	L3MBTL1 inh = x	JMJD2E inh = -2%	GoLoco inh red = -11%	Tau FP inhib = 4%	TRb SRC2 PPI = -10%

Some of the compounds tested; rates above refer to the full screens.
